Screens (PubChem)
NS3 helicase inh – blocks Hepatitis C virus NS3 helicase unwinding; actives 0.56% (n = 290,000); inhibition, % at 10.9 µM; AID 1800; NS3 helicase DNA unwinding, Cy5 molecular beacon fluorescence;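 active means inhibition above the mean of all tested compounds plus 3 SD, set per campaign, cut at about 35% in these data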;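 further: 0% = DMSO wells and 100% = thioflavine S control wells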
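Compound dosing – single dose, 10.9 µM nominal final, DMSO 0.8% final · System – NS3 helicase fragment of HCV · Buffer or medium – MOPS pH 6.5, MgCl2, DTT, Tween20, BSA · Signal – Cy5 beacon fluorescence read at start and 1 h · Also added – annealed dual-labelled DNA beacon duplex, ATP-started · Schedule – 1 h at 25 °C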
UBC9 SUMO inh – SUMOylation inhibition; HTRF SUMOylation assay, SAE1/SAE2 + UBC9, in vitro; actives 0.36% (n = 290,000); inhibition, % at 35 µM; P63279; AID 2006; in the data active means inhibition above about 50%, passing the limit was not always enough; further: strong numbers were not always called active
Target sequence (P63279 whole entry, looked up): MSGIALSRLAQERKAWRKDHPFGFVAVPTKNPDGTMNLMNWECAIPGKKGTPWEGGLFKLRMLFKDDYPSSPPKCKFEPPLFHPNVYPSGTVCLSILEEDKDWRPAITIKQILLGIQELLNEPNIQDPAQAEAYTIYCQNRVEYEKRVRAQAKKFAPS
pCIP destab – lowers stability of the mouse p/CIP coactivator protein. actives 0.01% (n = 290,000). decrease of EGFP signal, % at 10 µM. F442A p/CIP-EGFP cells, EGFP fluorescence, 16 h. Q05BA5. AID 1984;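 active means EGFP signal decrease of at least 30% at 10 µM or well 3 SD below plate mean, unless failing retest; inactive means the rest, including hits failing retest or dose response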; further: some compounds called inactive have numbers as strong as hits; many of its hits are not listed in these tables
PfM18AAP inh – blocks P. falciparum M18 aspartyl aminopeptidase. AID 1822. inhibition, % at 7.35 µM. recombinant PfM18AAP, H-Glu-NHMec fluorogenic cleavage. actives 1.2% (n = 290,000);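 active means inhibition above the campaign mean inhibition over all tested compounds plus 3 SD, cut at about 28% in these data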;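 further: 0% = plate median of test compound wells and 100% = 2 mM ZnCl2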
VIM-2 inh – inhibitors of Pseudomonas aeruginosa VIM-2 metallo-beta-lactamase | purified VIM-2, nitrocefin hydrolysis, epi-absorbance fluorescence | inhibition, % at 5.6 µM | actives 0.89% (n = 290,000) | AID 1527;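 active means inhibition above the mean of all tested compounds plus 3 SD, cutoff set per screening run, cut at about 7.5% in these data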;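 further: red hydrolysis product quenches plate fluorescence so inhibitors raise well fluorescence; 0% = enzyme with DMSO and 100% = DMSO without enzyme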
DNA FID counter – counter-screen for HCV NS3 helicase inhibitors: DNA intercalator displacement; DNA fluorescent intercalator displacement, fluorescence; inhibition, % at 7.9 µM; actives 0.17% (n = 290,000); AID 1845; in the data active means inhibition above about 37%;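 further: 0% = vehicle and 100% = reference compound; higher means more ethidium bromide displaced from hairpin DNA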
IDE act – IDE (human) activation, cell-based. activation, % at 5.96 µM. actives 0.073% (n = 340,000). HEK cells, FAbeta-B cleavage, fluorescence polarization; 0% vehicle, 100% cell-free pure enzyme wells;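 active means activation above the mean of all tested compounds plus 3 SD, set per screening campaign, cut at about 17% in these data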
IMP-1 inhibitor – blocks Pseudomonas aeruginosa IMP-1 metallo-beta-lactamase; purified IMP-1, nitrocefin hydrolysis, epi-absorbance fluorescence; inhibition, % at 5.6 µM; actives 0.45% (n = 290,000);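 active means inhibition above the mean plus 3 SD of all compounds in the same screening run, cut at about 4.5% in these data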;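 further: 0% = IMP-1 with DMSO and 100% = DMSO wells lacking enzyme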
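System: purified IMP-1 / Input: IMP-1 dispensed at 0.2 nM / Medium: 50 mM HEPES pH 7.1, 50 µM ZnSO4, 0.05% Brij 35 / Timing: 15 min enzyme–compound preincubation, then 25 min nitrocefin reaction, 25 °C / Technique: plate fluorescence quenching by hydrolysis product, ex 480/em 530 nm / Repeats: singlicate testing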
IDE inh – inhibitors of human insulin-degrading enzyme in cells | P14735 | HEK cells, FAbetaB cleavage, fluorescence polarization | inhibition, % at 5.59 µM | actives 0.41% (n = 320,000) | AID 434962;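 active means percent inhibition above the average of all tested compounds plus 3 SD, set per screening campaign, cut at about 16% in these data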;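 further: IDE supplied by intact live HEK cells; FP after avidin binding of uncleaved biotin substrate so inhibition keeps polarization high; 0% = DMSO wells and 100% = 60 µM reference IDE inhibitor Ii1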
Starred values were filed as active, the others as inactive; / = no result given. An unsorted share of the library; 3.6% or so of the library scored in one or more.

SMILES | NS3 helicase inh | UBC9 SUMO inh | pCIP destab | PfM18AAP inh | VIM-2 inh | DNA FID counter | IDE act | IMP-1 inhibitor | IDE inh
O=C1c2ccccc2C(Nc2ccc(S(=O)(=O)N3CCCCC3)cc2)N1Cc1ccco1 (stereo unspecified) | 11 | -4 | -14 | 6 | -0.5 | -30 | -8 | -3.2 | 3
O=C(O)c1cc(NC(=O)c2ccc3c(c2)C(=O)N(Cc2ccccc2)C3=O)cc(C(=O)O)c1 | 3 | 7 | 6 | -4 | -2.3 | -30 | 2 | -1.9 | 5
O=C(CN1N=C(c2ccccc2)CCC1=O)NCc1ccccc1 | -5 | -6 | -3 | -12 | -0.7 | -7 | 7 | -1.1 | -4
O=S(=O)(NCc1ccccn1)c1ccc(Br)s1 | -4 | -2 | 3 | 7 | -2.8 | -5 | 5 | -2.6 | -1
CN1CCCN(Cc2cccc3ccccc23)CC1 | 1 | -5 | 12 | 1 | -1.3 | 15 | -6 | 0.7 | 0
CCc1c(O)nc2sc3ccccc3n2c1=O | 7 | 8 | -11 | -3 | 2.8 | 1 | 3 | -2.0 | -2
COC(=O)c1ccc(C2C(C#N)=C(N)Oc3cc(N)ccc32)cc1 (stereo unspecified) | 1 | -10 | 7 | 9 | -1.5 | -3 | 3 | -1.3 | 0
CCn1c(=O)[nH]c2cc(C(=O)Nc3cc(C)cc(C)c3)ccc2c1=O | 6 | 15 | -7 | -2 | -2.8 | 0 | -3 | -5.3 | -3
CN(C)CCn1ccc(O)c(Cc2ccc(Cl)cc2)c1=O | 10 | 8 | 0 | -2 | -2.9 | -2 | 4 | -1.2 | -4
NS(=O)(=O)c1cccc(NC(=O)CN2CCC(Cc3ccccc3)CC2)c1 | -2 | 22 | -7 | 5 | -2.7 | 12 | 1 | -3.9 | 3
Cc1cc(C)c2nc(SCC(=O)NCC3CCCO3)c(C#N)cc2c1 (stereo unspecified) | -2 | 19 | -7 | -15 | -1.5 | -5 | 5 | -3.1 | 1
COc1ccc2c(=O)c(C(=O)NCCc3ccccc3)c[nH]c2c1 | -11 | 13 | -3 | 1 | -2.4 | 2 | 0 | -1.8 | 0
Cc1cc(C=O)c(C)n1-c1ccc(NC2CCCCC2)c([N+](=O)[O-])c1 | -2 | 14 | -14 | 14 | -2.1 | -13 | 6 | -2.0 | 2
COc1ccc2cc(/C=N/NC(=O)CSCc3ccc([N+](=O)[O-])cc3)c(Cl)nc2c1 | -3 | -6 | -12 | 4 | 1.3 | 0 | -4 | 0.7 | -6
O=[N+]([O-])c1cc(C(F)(F)F)ccc1N1CCN(CCO)CC1 | 4 | -18 | 16 | -10 | -1.2 | -1 | 2 | -2.1 | 0
O=C(NCc1ccc(N2CCCC2=O)cc1)c1cn(Cc2ccccc2)nn1 | 8 | -4 | 0 | -3 | 0.8 | -3 | 3 | -1.5 | 4
CCOc1ccccc1NC(=S)Nn1cnnc1 | 6 | 0 | -13 | 74* | -4.2 | -5 | -1 | -4.1 | 6
O=C(c1cc(N2C(=O)C3C4CCC(C4)C3C2=O)ccc1Cl)N1CCCCCC1 (stereo unspecified) | 1 | 7 | -2 | 7 | -1.6 | -39 | -4 | -2.6 | -5
Cc1ccnc(NS(=O)(=O)c2ccc(NC(=O)c3cc(-c4ccccc4)nc4ccccc34)cc2)n1 | 5 | -1 | -6 | 2 | -3.4 | -24 | 4 | -2.7 | 1
OCCN(CCO)CC(O)COc1ccc(C23CC4CC(CC(C4)C2)C3)cc1 (stereo unspecified) | -53 | -11 | -1 | 0 | -3.4 | 8 | -1 | -3.0 | 11
Cc1cc(C(=O)NC(C)C2CCCO2)c(C)o1 (stereo unspecified) | 2 | 4 | 3 | 4 | -1.4 | 2 | 4 | -1.4 | 0
NS(=O)(=O)c1ccc2c(c1)oc(=O)c1cc(S(N)(=O)=O)ccc12 | -10 | 12 | -15 | 5 | -0.2 | -2 | 7 | -1.8 | -2
CC(=O)N1CCOCCOCCN(C(C)=O)CCOCC1 | 3 | 7 | -4 | -1 | -0.7 | 2 | 5 | 0.8 | 2
COc1ccccc1CN(C(=O)CCl)C(C(=O)NC1CCCCC1)c1ccncc1 (stereo unspecified) | -36 | 12 | -5 | 4 | -0.4 | -5 | -3 | -3.3 | -3
COc1ccc(CCNC(=O)C2CCN(S(=O)(=O)N3CCOCC3)CC2)cc1OC | 7 | 19 | 0 | 3 | -2.1 | -5 | 6 | -2.1 | -13
CCOC(=O)C1CCN(C(=O)CCc2c(C)nc3cc(-c4ccc(OC)cc4OC)nn3c2C)CC1 | 8 | 13 | -8 | -10 | -2.9 | -12 | 1 | -2.6 | 3
CCCCC(C(=O)O)C(C)CC(=O)Nc1cccc(C(=O)O)c1 (stereo unspecified) | 4 | 14 | -4 | 1 | -3.0 | 0 | 1 | -2.6 | 2
O=C(NNS(=O)(=O)c1ccccc1[N+](=O)[O-])c1cccc(Br)c1 | 1 | -7 | -12 | 11 | -1.8 | -1 | 1 | -4.7 | -1
COc1cc(NC(=O)COC(=O)C=C(C)C)c(C)cc1[N+](=O)[O-] | -5 | 25 | 4 | 7 | -1.7 | -4 | 0 | -3.3 | 10
COc1ccc(C(=O)Nc2nnc(CCS(=O)(=O)c3ccc(C)cc3)s2)cc1 | -4 | 5 | -1 | 3 | -1.4 | 1 | 0 | -1.7 | -1
O=C(CSc1nnc(CNc2ccc(Cl)cc2)o1)Nc1nc2ccccc2s1 | 6 | 6 | -10 | 15 | -2.5 | -34 | -2 | -3.4 | 2
O=C(Nc1ccccc1N1CCOCC1)c1ccc(Br)o1 | 2 | 2 | -9 | 7 | -4.7 | -7 | -1 | -5.8 | -1
COc1ccc(C(=O)c2cnc[nH]2)cc1 | -12 | 15 | 2 | 0 | 0.2 | -4 | / | -0.2 | 0
C(=N\NCc1ccccc1)/c1ccc2nccnc2c1 | -1 | 10 | -5 | 20 | -2.3 | -8 | / | -4.0 | 2
O=C(Nc1nc(-c2ccccc2)cs1)c1ccc(N2CCOCC2)c([N+](=O)[O-])c1 | -4 | -15 | -2 | 2 | -2.5 | 2 | 2 | -2.8 | 1
O=C(O)c1ccc(/C=N/O)cc1 | -7 | 13 | -4 | 2 | 0.7 | 2 | -1 | -0.7 | 7
Cc1[nH]c2ccccc2c1C(=O)CSc1nncn1C | 2 | 19 | -6 | -10 | -2.7 | -4 | 0 | -1.7 | 2
COc1ccc(C(=O)CSc2nnc(CNC(=O)c3ccccc3F)n2C)cc1OC | -3 | -1 | 0 | -2 | 0.2 | -26 | 4 | -1.0 | 3
Cc1cccc(CN2C(=O)N/C(=C/c3cc(C)n(-c4cc(C)ccn4)c3C)C2=O)c1 | 8 | 26 | -8 | 8 | -6.4 | -11 | 1 | -4.0 | 2
CCCC(=O)Nc1ccc2oc(=O)ccc2c1 | -1 | 37 | -6 | 2 | -3.9 | -1 | 5 | -1.1 | 7
CCCOc1ccc(C2C(C(=O)c3cc4ccccc4o3)=C(O)C(=O)N2c2cc(C)on2)cc1 (stereo unspecified) | 18 | 9 | -5 | 14 | -3.4 | -46 | 9 | -1.9 | -1
Cc1nnc(NC(=O)CCn2c(=O)oc3ccccc32)s1 | 17 | -4 | -7 | 11 | -1.8 | -14 | 1 | -2.1 | 6
Cc1ccc(S(=O)(=O)Oc2ccc(/C=C(/NC(=O)c3ccccc3)C(=O)Nc3ccccc3)cc2)cc1 | -2 | 29 | -20 | -7 | -2.3 | -1 | 3 | -1.8 | 5
O=C(O)c1ccc(NS(=O)(=O)c2cc(Cl)sc2Cl)cc1 | -7 | 13 | -7 | -16 | 0.8 | -4 | 0 | -0.5 | -2
Cc1cc([N+](=O)[O-])ccc1NCc1ccccc1 | -3 | -2 | 1 | 6 | -1.7 | 7 | 6 | -2.5 | 6

Entries of single compounds from above.
`Cc1[nH]c2ccccc2c1C(=O)CSc1nncn1C` is listed as NS3 helicase inh: 2; UBC9 SUMO inh: 19; pCIP destab: -6; PfM18AAP inh: -10; VIM-2 inh: -2.7; DNA FID counter: -4; IDE act: 0; IMP-1 inhibitor: -1.7; IDE inh: 2
`Cc1ccc(S(=O)(=O)Oc2ccc(/C=C(/NC(=O)c3ccccc3)C(=O)Nc3ccccc3)cc2)cc1` is listed as NS3 helicase inh: -2; UBC9 SUMO inh: 29; pCIP destab: -20; PfM18AAP inh: -7; VIM-2 inh: -2.3; DNA FID counter: -1; IDE act: 3; IMP-1 inhibitor: -1.8; IDE inh: 5

Next section
SMILES | NS3 helicase inh | UBC9 SUMO inh | pCIP destab | PfM18AAP inh | VIM-2 inh | DNA FID counter | IDE act | IMP-1 inhibitor | IDE inh
CC(C)(C)C(=O)NC1CC2CCCC(C1)N2C(=O)Nc1ccccc1Cl (stereo unspecified) | 6 | 18 | -3 | -7 | -0.3 | -16 | 5 | 0.1 | /
CC1CCN(C(=O)CSc2ccc(-c3cccc([N+](=O)[O-])c3)nn2)CC1 | -11 | 5 | 3 | -6 | -1.7 | -4 | 0 | -2.9 | 5
COc1ccc(/C=C2\N=C(SC)NC2=O)cc1 | 7 | 5 | -12 | -3 | -2.7 | 0 | 4 | -6.5 | 3
Cc1cccc(NC(=O)NCCN2CCCCC2)c1 | -8 | 8 | -2 | 3 | -0.9 | -5 | 5 | -3.7 | -5
COc1nnc(-c2ccc(C)c(S(=O)(=O)NCCO)c2)c2ccccc12 | 3 | -1 | -4 | 3 | -0.7 | -14 | 4 | -1.2 | 1
O=C(NCCN1CCOCC1)c1cc2cc(Br)ccc2oc1=O | 6 | 11 | -1 | -8 | -4.8 | 1 | -4 | -2.6 | -2
CCn1nc(C)c(CNC(=O)CCc2nnc(Cc3c[nH]c4ccccc34)o2)c1C | 11 | 12 | -18 | -9 | 2.1 | -13 | 2 | 1.1 | -3
CCn1cc(CN2CCCC(C(=O)c3ccc(-c4ccccc4)cc3)C2)cn1 (stereo unspecified) | -26 | -9 | 8 | 2 | -0.6 | 13 | / | -0.2 | 3
COc1ccc(Br)cc1/C=C/C(=O)Nc1ccc2ccccc2c1 | 5 | -2 | -12 | -10 | -1.9 | 2 | -5 | 0.6 | 3
CC(C)(C)NS(=O)(=O)c1ccc(NS(=O)(=O)c2ccc(F)cc2)cc1 | -10 | -19 | -13 | -8 | 0.2 | -5 | 1 | -0.6 | -3
COC(=O)c1ccc(COc2ccc(/C=N/NC(=O)C(=O)Nc3ccc(OC)cc3)cc2OC)o1 | 3 | 38 | -10 | -10 | 1.2 | -2 | / | -3.2 | 2
CCOC(=O)c1ccc(NC(=O)CSc2nnc(CNc3ccc(C)cc3)n2C)cc1 | -7 | -36 | 6 | -2 | -3.4 | -16 | 3 | 3.3 | 5
O=C(O)c1ccc2c(=O)n3c(nc2c1)/C(=C/c1cccc(Cl)c1Cl)CC3 | 5 | 21 | -7 | -4 | -0.5 | -4 | -2 | -4.0 | 1
O=C(O)/C=C/c1ccccc1[N+](=O)[O-] | 10 | 1 | -9 | 5 | -2.2 | 2 | 5 | -3.7 | -4
COc1cccc(CN2C(=O)CCC2(C)C(=O)NC2CCCCCC2)c1 (stereo unspecified) | -6 | 5 | 3 | -4 | -3.2 | -27 | -1 | -4.5 | 2
